Screens from PubChem.
Yfh1-off respiration – mitochondrial function rescue without frataxin homolog – Friedreich's ataxia, plus single-dose screen, dose response (AID 1465); S. cerevisiae Yfh1-off respiration, WST-1 reduction, 72 h; higher fold induction means a stronger effect; one-dose fold induction at 50 µM; EC50 in µM for titrated hits; 0.074% of 220,000 active;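 active = fold induction of absorbance versus untreated yeast above a set limit, then at least 30% activation at any dose in follow-up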;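 note: activators that raise dye reduction in frataxin-depleted yeast; strong numbers were not always called active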
PMI inhibition – MPI inhibition at elevated mannose 6-phosphate – biochemical, fluorescence intensity, high mannose 6-phosphate, primary screen (AID 1220); one-dose inhibition, % at 20 µM; IC50 in µM for titrated hits; recombinant PMI enzyme, coupled fluorescence intensity; higher % means a stronger effect; 0.66% of 190,000 active
human PMI inhibition – MPI enzyme activity inhibition – biochemical, fluorescence intensity, coupled assay, primary screen (AID 1209); one-dose inhibition, % at 20 µM; IC50 in µM for titrated hits; 0.42% of 190,000 active; purified PMI enzyme, coupled fluorescence intensity; higher % means a stronger effect;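 note: plate controls were DMSO vehicle for no effect and wells lacking substrate for full effect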
TNAP activation fold – stimulation of alkaline phosphatase TNAP activity – biochemical, luminescent, no phosphate acceptor, uHTS, primary screen (AID 1001). purified TNAP, luminescent activation assay, no phosphate acceptor; higher activation fold means a stronger effect. activation fold at 20 µM, or EC50 in µM where a hit was titrated. 0.03% of 200,000 active; in the data active = activation fold from about 3, or a potency from the dose series; inactive = the rest, 99 in 100 with activation fold below about 1.6; note: many of its hits are not listed in these tables
P. falciparum M1AAP – P. falciparum M1AAP inhibitors, biochemical, fluorogenic H-Leu-NHMec substrate, 1536-well (AID 1445). recombinant M1AAP, H-Leu-NHMec fluorogenic kinetic assay; higher % means a stronger effect. inhibition, % at 30 µM; hits with a dose series show IC50 in µM. 0.42% of 220,000 active;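 active = primary inhibition above the hit cutoff, then over 50% inhibition at one or more dose response concentrations, cut at about 23% in these data, passing the limit was not always enough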;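 note: plate controls were DMSO full reaction for no effect and no enzyme background for full effect; strong numbers were not always called active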
LYP phosphatase – inhibitors of LYP phosphatase, biochemical, fluorescence intensity, uHTS (AID 1779). recombinant LYP phosphatase, fluorescence intensity; higher % means a stronger effect. inhibition, % at 11.5 µM; hits with a dose series show IC50 in µM. 0.054% of 290,000 active;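 note: plate controls were vehicle with enzyme for no effect and no enzyme for full effect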
XIAP displacement – XIAP antagonists, biochemical, IAP family, fluorescence polarization (AID 1018). XIAP BIR domain, fluorescence polarization peptide displacement; higher % means a stronger effect. one-dose displacement, % at 20 µM; IC50 in µM for titrated hits. 0.007% of 200,000 active; in the data active = displacement above about 50%; note: a part of the inactive calls stands beside numbers as strong as those of hits
P. falciparum M17LAP – P. falciparum M17LAP inhibitors, primary screen, biochemical, fluorogenic H-Leu-NHMec substrate, 1536-well (AID 1619); recombinant M17LAP, H-Leu-NHMec fluorogenic kinetic assay; higher % means a stronger effect; one-dose inhibition, % at 30 µM; IC50 in µM for titrated hits; 0.38% of 220,000 active;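 active = compound inhibiting the enzyme by more than half at any dose during confirmatory dose-response retesting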;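 note: plate controls were full reaction with DMSO carrier for no effect and no enzyme background for full effect; strong numbers were not always called active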
WT yeast gro inh – growth inhibition of WT yeast, mitochondrial fusion screen; 2.1% of 190,000 active; inhibition, % at 10 µM; AID 1362; mitochondrial fusion phenotypic screen, WT strain; in the data active = inhibition above about 58%; tested in S. cerevisiae
WT yeast gro inh mutant strain – further read-out of WT yeast gro inh, marked with its call; inhibition, %; mitochondrial fusion phenotypic screen, mutant strain inhibition
Starred values were filed as active, the others as inactive; i = inactive; . = not tested or not shown. Cut-off read from the data, not from the text of the source, unless noted: active = inhibition above about 50%; inactive = the rest.

no.	structure	Yfh1-off respiration	PMI inhibition	human PMI inhibition	TNAP activation fold	P. falciparum M1AAP
1	O=C1NC(c2ccc(Br)cc2)Nc2sc3c(c21)CCC3 (stereo not given)	i	-3%	-4%	1.1	6%
2	Cc1ccc(S(=O)(=O)N(CC(=O)N2CCC(C(N)=O)CC2)c2cccc(C(F)(F)F)c2)cc1	i	13%	13%	1.1	11%
3	Cc1ccc(N2CCN(CC(O)COc3ccc([N+](=O)[O-])cc3)CC2)cc1 (stereo not given)	i	-2%	-2%	1	-1%
4	Cc1ccnc(N2C3CCC2CC(O)(c2ccccc2)C3)n1 (stereo not given)	i	-10%	0%	1.1	4%
5	COC(=O)C1=C(C)N(C)C(=S)NC1c1ccc(OC)cc1OC (stereo not given)	i	-1%	2%	1	4%
6	Nc1ccc(-c2ccc(N)cc2C(F)(F)F)c(C(F)(F)F)c1	i	20%	16%	1	6%
7	Cc1cc2c(c(C)nn2-c2ccccc2)c(=O)o1	i	2%	1%	1.1	3%
8	CCOc1cc(NC(=O)C2CC2)c(OCC)cc1NC(=O)c1cccnc1	.	32%	10%	1	.
9	CCOc1ccc(NC(=O)CSc2nc(-c3cccs3)cc(C(F)(F)F)n2)c([N+](=O)[O-])c1	i	35%	-1%	0.9	0%
10	Cc1ncsc1C(=O)N1CCCC(CNS(=O)(=O)c2cccs2)C1 (stereo not given)	i	0%	4%	1.1	9%
11	CC(Oc1ccc(Cl)cc1)c1ccnn1S(=O)(=O)c1ccc(Cl)cc1 (stereo not given)	i	12%	10%	1	2%
12	COc1ccc(NC(=O)COC(=O)CNS(=O)(=O)c2ccc(C)cc2)c(OC)c1	i	0%	6%	1	0%

no.	LYP phosphatase	XIAP displacement	P. falciparum M17LAP	WT yeast gro inh	WT yeast gro inh mutant strain
1	-10%	2.7%	12%	13	3
2	0%	-11%	10%	-3	9
3	-4%	-6.8%	5%	15	35
4	-8%	-7.5%	-3%	4	7
5	-8%	44%	-4%	-17	-22
6	-4%	-5.3%	-2%	-24	-27
7	-9%	0.4%	-3%	.	.
8	-9%	1.4%	.	.	.
9	8%	-28%	-6%	-6	-15
10	-4%	-0.8%	10%	-16	-1
11	35%	-5.5%	17%	49	28
12	-9%	0.6%	5%	-11	-4

Going on with the list.
no.	structure	Yfh1-off respiration	PMI inhibition	human PMI inhibition	TNAP activation fold	P. falciparum M1AAP
13	CCOC(=O)c1nc(C)n(-c2ccc(Cl)cc2Cl)n1	i	13%	18%	1	7%
14	Cc1nn2cc(-c3ccc(Cl)cc3)nc2s1	i	-4%	5%	1.1	4%
15	Cc1cc(NC(=O)CSCC(=O)N(c2cccc(Cl)c2)C(C(=O)NC2CCCCC2)c2ccc(O)c(O)c2)no1 (stereo not given)	i	2%	34%	0.8	13%
16	CCOc1cc(/C=N/NC(=O)CNc2cccc(C)c2)ccc1OC(=O)c1ccccc1	i	7%	14%	1	8%
17	Cc1c(-c2nc(-c3ccc(C(F)(F)F)cc3)no2)n(C)oc1=O	i	.	.	.	3%
18	COC(=O)c1c(-c2ccccc2)csc1NC(=O)CSc1ncnc2sc(C)c(C)c12	i	13%	10%	1.1	3%
19	COc1ccc(-c2nc(N)nc(C)c2Oc2ccccc2Br)c(O)c1	i	24%	30%	1	0%
20	CN(Cc1ccccc1)C(=O)Cn1c(=O)oc2cc(S(=O)(=O)N3CCCC3)ccc21	i	4%	-4%	1.2	4%
21	N#Cc1c(N)nc2c(c1-c1ccccc1)CCC2	i	16%	12%	1.2	10%
22	Cc1ccccc1OCC(=O)Nc1ccc(S(=O)(=O)Nc2ccccn2)cc1	i	4%	12%	1	0%
23	COCCN(CCOC)S(=O)(=O)c1ccc(C(=O)Nc2c(C)n(C)n(-c3ccccc3)c2=O)cc1	i	.	.	.	5%
24	O=c1cc(COn2nnc3ccc(C(F)(F)F)cc32)nc2sccn12	i	5%	12%	1	0%

no.	LYP phosphatase	XIAP displacement	P. falciparum M17LAP	WT yeast gro inh	WT yeast gro inh mutant strain
13	-4%	-6.8%	1%	9	-19
14	2%	-3.7%	9%	-2	2
15	-2%	-12%	26%	-10	17
16	10%	-3.5%	5%	-4	33
17	-7%	.	-2%	.	.
18	-4%	-15%	0%	2	0
19	6%	-5.2%	-7%	83*	80*
20	-10%	-2.2%	-5%	2	-5
21	-5%	-3.0%	0%	-1	4
22	0%	-1.9%	11%	-6	11
23	-4%	.	10%	.	.
24	-1%	-8.6%	-5%	10	21

Given as tab-separated lines: 5 of the compounds above.
No.	Structure	Yfh1-off respiration	PMI inhibition	human PMI inhibition	TNAP activation fold	P. falciparum M1AAP	LYP phosphatase	XIAP displacement	P. falciparum M17LAP	WT yeast gro inh	WT yeast gro inh mutant strain
3	Cc1ccc(N2CCN(CC(O)COc3ccc([N+](=O)[O-])cc3)CC2)cc1 (stereo not given)	i	-2%	-2%	1	-1%	-4%	-6.8%	5%	15	35
4	Cc1ccnc(N2C3CCC2CC(O)(c2ccccc2)C3)n1 (stereo not given)	i	-10%	0%	1.1	4%	-8%	-7.5%	-3%	4	7
5	COC(=O)C1=C(C)N(C)C(=S)NC1c1ccc(OC)cc1OC (stereo not given)	i	-1%	2%	1	4%	-8%	44%	-4%	-17	-22
6	Nc1ccc(-c2ccc(N)cc2C(F)(F)F)c(C(F)(F)F)c1	i	20%	16%	1	6%	-4%	-5.3%	-2%	-24	-27
7	Cc1cc2c(c(C)nn2-c2ccccc2)c(=O)o1	i	2%	1%	1.1	3%	-9%	0.4%	-3%	.	.

Continuation.
no.	structure	Yfh1-off respiration	PMI inhibition	human PMI inhibition	TNAP activation fold	P. falciparum M1AAP
25	OCCN1CCN(C(=S)Nc2cccc(C(F)(F)F)c2)CC1	i	.	.	.	13%
26	Cc1cc(NC(=S)N(Cc2cccc(Br)c2)CC2CCC(C(=O)O)CC2)ccc1Cl (stereo not given)	i	-5%	-5%	0.9	4%
27	Nc1ccc(C(=O)Nc2ccc3nc(-c4cccnc4)[nH]c3c2)cc1	.	4%	3%	1.1	9%
28	CCOC(=O)c1ccccc1NC(=O)COC(=O)C(CC(C)C)NC(N)=O (stereo not given)	i	-10%	-3%	1.1	9%
29	COC(=O)CN1C(=O)CSc2ncccc21	i	10%	13%	1.1	11%
30	COc1ccc(C(=O)CCNc2cccc(Cl)c2)cc1	i	-2%	4%	1.1	7%
31	COc1ccc(/C=C2\N=C(SC)N(C)C2=O)cc1	i	3%	3%	1.1	8%
32	O=C1SC(SCc2ccccc2)=N/C1=C\c1ccco1	i	10%	17%	1	10%
33	CC(CNc1ccc([N+](=O)[O-])c2cccnc12)Nc1c([N+](=O)[O-])cc(C(F)(F)F)cc1[N+](=O)[O-] (stereo not given)	i	22%	10%	1	2%
34	CCNC(=S)N1CCCC(C(N)=O)C1 (stereo not given)	i	-2%	-11%	1.1	2%
35	N/C(=N\OC(=O)COc1ccc(Br)cc1Cl)c1ccncc1	i	1%	-13%	1.1	10%
36	Cc1ccc(NC(=O)C2CC(=O)Nc3ncnn32)cc1Cl (stereo not given)	i	.	.	.	7%

no.	LYP phosphatase	XIAP displacement	P. falciparum M17LAP	WT yeast gro inh	WT yeast gro inh mutant strain
25	-7%	.	3%	.	.
26	4%	-2.7%	5%	71*	-0.1*
27	-8%	-6.1%	15%	-12	2
28	-7%	-3.4%	0%	-8	-1
29	-2%	-0.6%	-2%	-8	-45
30	-4%	-1.3%	3%	-17	-2
31	-2%	-7.3%	10%	3	9
32	-2%	-7.8%	16%	25	26
33	-6%	-0.8%	1%	12	14
34	-7%	-1.2%	6%	-6	-15
35	-3%	1.0%	16%	2	-2
36	-3%	.	3%	.	.

Two entries picked at random from those above:
no.	structure	Yfh1-off respiration	PMI inhibition	human PMI inhibition	TNAP activation fold	P. falciparum M1AAP
35	N/C(=N\OC(=O)COc1ccc(Br)cc1Cl)c1ccncc1	i	1%	-13%	1.1	10%
36	Cc1ccc(NC(=O)C2CC(=O)Nc3ncnn32)cc1Cl (stereo not given)	i	.	.	.	7%

no.	LYP phosphatase	XIAP displacement	P. falciparum M17LAP	WT yeast gro inh	WT yeast gro inh mutant strain
35	-3%	1.0%	16%	2	-2
36	-3%	.	3%	.	.

(next part)
no.	structure	Yfh1-off respiration	PMI inhibition	human PMI inhibition	TNAP activation fold	P. falciparum M1AAP
37	CC(=O)c1ccc(N2C(=NC(=O)C(C)C)SC3CS(=O)(=O)CC32)cc1 (stereo not given)	i	-3%	1%	1.1	15%
38	Cc1ccc2cccc(S(=O)(=O)N3CCN(c4ccccc4F)CC3)c2n1	i	-1%	0%	1.1	6%
39	COc1cccc(C2=NO[C@@H]3C(=O)N(c4ccc5c(c4)OCCO5)C(=O)[C@H]23)c1OC	i	43%	34%	1.1	10%
40	O=C(NCC1OCCCN1S(=O)(=O)c1cc(F)ccc1F)C(=O)NC1CCCCC1 (stereo not given)	i	-1%	1%	1	7%
41	Cn1nccc1C(=O)N1CCN(c2ncccn2)CC1	i	-8%	-2%	1.1	-3%
42	CCCCNC(=S)N(C)/N=C/c1ccc(OCC(=O)Nc2ccc(OC)cc2)c(OC)c1	i	6%	13%	0.9	7%
43	CCCCOc1ccc(-c2ncc(N)cn2)cc1	i	.	.	.	8%
44	O=c1c2ccccc2cnn1Cc1n[nH]c(=S)n1-c1cc(Cl)cc(Cl)c1	i	10%	12%	0.4	2%
45	O=C(CN1C(=O)CC(c2ccccc2)S(=O)(=O)c2ccccc21)N1CCOCC1 (stereo not given)	i	-3%	-7%	1.1	0%
46	Cc1ccc(S(=O)(=O)N2CCCCC2)cc1NC(=O)COC(=O)c1cc[n+]([O-])cc1	i	-2%	-4%	1.1	0%
47	O=C(NCCN1CCN(C(=O)c2cccs2)CC1)c1cccs1	i	9%	9%	1.1	5%
48	Cc1nnc(SCC(=O)N2CCN(C(=O)c3ccco3)CC2)n1-c1ccccc1	i	-2%	-9%	1.1	-2%

no.	LYP phosphatase	XIAP displacement	P. falciparum M17LAP	WT yeast gro inh	WT yeast gro inh mutant strain
37	-2%	-6.7%	13%	12	-36
38	-4%	-0.8%	-6%	17	-10
39	-10%	-6.7%	2%	20	11
40	-7%	-7.4%	4%	1	-20
41	-6%	-4.1%	-8%	6	6
42	12%	-2.9%	6%	16	20
43	-2%	.	-2%	.	.
44	8%	-8.2%	-4%	-13	5
45	-2%	-4.4%	3%	3	3
46	-4%	2.8%	2%	6	-5
47	3%	-9.1%	-10%	-6	18
48	-1%	-4.6%	-1%	0	-18

Next records:
no.	structure	Yfh1-off respiration	PMI inhibition	human PMI inhibition	TNAP activation fold	P. falciparum M1AAP
49	CCn1c(=O)c([N+](=O)[O-])c(NCc2ccc3c(c2)OCO3)c2ccccc21	i	.	.	.	-3%
50	Cc1cc(-n2c(C)c3c(C)nnc(C)c3c2C)ccc1N	i	.	.	.	13%
51	Cc1ccc(C)c(-n2[nH]c3c4c(ccc3c2=O)C(=O)c2ccccc2C4=O)c1	i	58%*	13%	1	3%
52	O=C(NC1CCCCC1)N1CCCc2ccccc21	i	0%	-1%	1.1	0%
53	CCOC(=O)N1CCC(NC(=O)c2ccc3snnc3c2)CC1	i	8%	6%	1.1	5%

no.	LYP phosphatase	XIAP displacement	P. falciparum M17LAP	WT yeast gro inh	WT yeast gro inh mutant strain
49	-9%	.	4%	.	.
50	-12%	.	6%	.	.
51	1%	-4.1%	-11%	67*	40*
52	-1%	-3.1%	-1%	-1	4
53	-2%	-1.0%	1%	12	5
